# Screening results: PubChem, Sanford-Burnham Center for Chemical Genomics
# Scp-1 inhibitor – blocks human Scp-1 phosphatase activity | actives 0.88% (n = 340,000) | Q9GZU7 | AID 493091 | inhibition, % at 20 µM | Recombinant Scp1, phosphopeptide, malachite green phosphate absorbance;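 active = inhibition above about 50% at 20 µM, limit read from the data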;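 note: plate controls were DMSO wells with enzyme for no effect and wells lacking enzyme for full effect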
# Target sequence (Q9GZU7 76-261 limits assumed): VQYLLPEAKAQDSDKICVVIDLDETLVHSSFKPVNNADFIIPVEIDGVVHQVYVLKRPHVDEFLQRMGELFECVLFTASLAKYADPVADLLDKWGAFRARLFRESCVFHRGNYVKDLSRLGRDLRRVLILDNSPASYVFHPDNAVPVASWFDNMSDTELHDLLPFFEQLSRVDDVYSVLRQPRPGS
#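 Test system: SCP-1 phosphatase catalytic domain, residues 76-261 | Compound dosing: One concentration, 20 µM, with 1.0% DMSO | Schedule: 45 min room-temperature reaction, 5 min colour, 30 min stabiliser | Detection: Absorbance at 630 nm | Read-out basis: % inhibition of SCP-1 phosphate liberation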
# DNMT1 inh – DNMT1 (human) enzyme inhibition | P26358 | DNMT1 molecular beacon, Hinp1I cleavage, fluorescence | inhibition (reported as % activation of signal), % at 10 µM | actives 0.83% (n = 360,000) | AID 588458; in the data active = inhibition above about 50%
# LMPTP inh – LMPTP (human) inhibition; P24666; actives 0.22% (n = 360,000); AID 651560; recombinant LMPTP-A, OMFP fluorogenic substrate, fluorescence intensity; inhibition, % at 20 µM;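 active = compounds that cut the enzyme signal by at least half of the control window in the single-dose screen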;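 note: plate controls were DMSO wells with enzyme plus substrate for no effect and substrate without enzyme for full effect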
# Target sequence (P24666 whole entry, looked up): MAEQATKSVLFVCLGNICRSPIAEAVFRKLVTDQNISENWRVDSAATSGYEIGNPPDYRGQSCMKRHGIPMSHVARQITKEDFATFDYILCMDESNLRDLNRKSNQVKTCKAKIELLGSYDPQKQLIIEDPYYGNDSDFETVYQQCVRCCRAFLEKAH
#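 Assay system: LMPTP-A, protein tyrosine phosphatase of low molecular weight / Medium: pH 6.0 Bis-Tris buffer with DTT and Triton X-100 / Schedule: 50 min enzyme reaction at room temperature, protected from light / Measured by: endpoint fluorescence intensity from OMFP dephosphorylation / Read-out basis: % inhibition relative to no-enzyme and uninhibited control wells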
# SKN-1 inh – blocks SKN-1 activity in C. elegans; actives 0.49% (n = 360,000); C. elegans VP596 Pgst-4::GFP/RFP ratio, acrylamide-induced, 24 h; inhibition, % at 21.8 µM;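 active = interference check ratio from 0.5 to 1.5 plus GFP to RFP signal ratio inhibition reaching or exceeding a fixed threshold, cut at about 30% in these data, passing the limit was not always enough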; note: some compounds called inactive have numbers as strong as hits
# Rpn11 block – blocks the human proteasome subunit Rpn11 | human 26S proteasome, Ub4-pepOG fluorescence polarization; 20S core pre-blocked with epoxomicin | calls only at 20 µM | actives 0.59% (n = 360,000) | AID 588493;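 active = inhibition at 20 µM, scaled to each plate's controls, above about 33%, limit read from the data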
# Target sequence (O00487 whole entry, looked up): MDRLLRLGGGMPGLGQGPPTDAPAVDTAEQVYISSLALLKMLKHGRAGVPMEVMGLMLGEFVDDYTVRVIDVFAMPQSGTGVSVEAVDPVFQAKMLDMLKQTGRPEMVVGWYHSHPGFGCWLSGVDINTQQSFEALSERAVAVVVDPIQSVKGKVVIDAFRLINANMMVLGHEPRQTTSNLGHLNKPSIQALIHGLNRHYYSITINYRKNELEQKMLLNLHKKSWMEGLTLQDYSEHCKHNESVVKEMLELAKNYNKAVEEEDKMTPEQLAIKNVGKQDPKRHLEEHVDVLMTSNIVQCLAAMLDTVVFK
# NadD block – NadD (S. aureus) enzyme inhibition; purified NadD enzyme, colorimetric absorbance read-out; inhibition, % at 20 µM; actives 0.78% (n = 360,000); AID 602399; in the data active = inhibition above about 26%; note: some compounds past the cut are filed as inactive
# CendR NRP1 mod – NRP-1/CendR interaction modulation; FAM-RPARPAR peptide binding to NRP-1, fluorescence polarization; O14786; inhibition, % at 25 µM; actives 0.85% (n = 360,000); AID 602438;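 active = inhibition or corrected inhibition above about 18%, plus a signal ratio from 0.5 to 1.5, limit read from the data, passing the limit was not always enough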; note: strong numbers were not always called active
# MT1-MMP act inh – MT1-MMP (human) activation inhibition. HT1080 RFP-PRO-GFP cells, GFP/RFP ratio fluorescence, overnight; percent of plate control window, DMSO zero. actives 0.061% (n = 360,000). P50281. AID 651647. GFP/RFP ratio change, % at 20 µM;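 active = GFP/RFP ratio change of at least 30% with cell ATP level not reduced by more than half and red fluorescence within 50% of control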; note: strong numbers were not always called active
#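 Assay system: HT1080 RFP-PRO-GFP cells. Benchmarks: DMSO vehicle wells and RFP-L50D-GFP reporter cell wells. Times: overnight cell settling, then overnight compound exposure, 37 °C, 5% CO2. Compound: 20 µM single dose, 1% DMSO. Read-out basis: GFP/RFP fluorescence ratio.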
# STEP inh – inhibitors of human striatal-enriched phosphatase STEP | actives 0.25% (n = 360,000) | recombinant STEP, OMFP fluorogenic substrate, fluorescence | P54829 | inhibition, % at 20 µM;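 active = inhibition at 20 µM, scaled per plate between control wells, above about 37%, limit read from the data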;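 note: 0% = DMSO with enzyme and substrate and 100% = substrate only without enzyme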
#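 System: isolated STEP enzyme; schedule: 20 min enzyme reaction at room temperature, protected from light; medium: Bis-Tris buffer pH 6.0, 2.5 mM DTT, 0.005% Tween 20; signal: fluorescence, 480/540 nm; dosing: single compound dose of 20 µM, 1% DMSO final; also added: OMFP substrate, 25 µM final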
# SUMO1 PPI mod – modulators of human SUMO1-mediated protein-protein interactions; inhibition, % at 20 µM; actives 0.33% (n = 360,000); P63165; SUMO1 binding to a labelled peptide, TR-FRET, 1 h; AID 602429; in the data active = inhibition above about 37%
# Target sequence (P63165 whole entry, looked up): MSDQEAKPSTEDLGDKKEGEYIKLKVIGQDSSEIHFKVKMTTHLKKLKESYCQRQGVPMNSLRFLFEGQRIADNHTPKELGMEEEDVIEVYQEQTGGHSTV
# * hit, by the source's call; i = inactive; nt = no result given; + = active, no number.
Scp-1 inhibitor	DNMT1 inh	LMPTP inh	SKN-1 inh	Rpn11 block	NadD block	CendR NRP1 mod	MT1-MMP act inh	STEP inh	SUMO1 PPI mod	SMILES
11	2	-0.7	-2	i	-5	1	0	0	-4	C=CCN(Cc1cc(OC)ccc1OC)S(=O)(=O)N(C)C
-5	8	0.8	14	i	-3	-2	-2	3	7	COC(=O)c1cc(S(=O)(=O)n2nc(C)c(Br)c2C)c(Cl)cc1Cl
nt	-1	0.0	12	i	5	10	-5	-1	-1	CN(C)S(=O)(=O)c1cccc(NC(=O)C2CCCN(C(=O)c3ccc(Cl)cc3)C2)c1 (stereo not given)
nt	-1	1.7	2	i	-14	45*	-1	-3	1	COc1ccc(S(=O)(=O)N2CCCCC2c2cc(C(=O)Nc3ccc(OC)cc3C)no2)cc1 (stereo not given)
-7	-1	0.7	4	i	-3	4	2	-1	4	COc1ccc(-c2nc(-c3ccccc3)ncc2S(C)(=O)=O)cc1
-12	3	1.1	16	i	-8	-7	-14	2	-12	CC1=CC2=NC(=O)/C(=C\c3cccn3CCOc3cccc(C)c3)C(=N)N2O1
-6	5	-0.8	-2	i	-7	3	2	-1	3	COC(=O)c1nc[nH]c1C(=O)OC
-10	1	-1.4	0	i	-5	10	-1	2	0	Cc1nc(NC(=O)CN2CCOCC2)sc1C(=O)N(C)C
-6	-1	-0.8	0	i	-4	1	5	3	-2	COc1ccc(C(=O)N/C(=C\c2ccc3c(c2)OCO3)C(=O)Nc2cccc(C(=O)O)c2)cc1
nt	3	-1.9	5	i	0	2	-8	-3	-4	O=C(CCc1nnc(Cc2c[nH]c3ccccc23)o1)NCCC1CCCCO1 (stereo not given)
-3	3	-0.9	7	i	-3	8	-1	-1	-22	Cc1nc2ccc(C(=O)OCC(=O)N(C)c3ccccc3)cc2nc1C
-5	-1	0.6	-10	i	-10	2	4	1	-1	Cc1ccc2c(c1)C1CN(C)CCC1N2C(=S)Nc1ccc(OC(F)F)cc1 (stereo not given)
-14	3	-2.6	-13	i	-9	-6	1	5	0	O=C(CN(Cc1ccco1)C(=O)CNS(=O)(=O)c1ccc(F)cc1)NCCc1ccccc1
99*	83*	46	6	+	22	39*	-60	71*	4	N#C/C(=C\c1ccc(OC(=O)c2ccc(Cl)s2)cc1)c1nc2ccccc2[nH]1
-5	-5	-0.6	-6	i	1	2	1	-1	2	Cc1ccc(-n2c(C)nnc2SCC(=O)NC2CCCC2)cc1
4	-1	-0.4	-6	i	4	-3	0	-2	-4	COc1ccc(CN2CCNC(=O)C2CC(=O)NC2CCCCCC2)c(F)c1 (stereo not given)
-11	5	-2.3	13	i	-5	8	6	-2	10	Cc1ccccc1NC(=O)CCNS(=O)(=O)c1ccc2[nH]c(=O)oc2c1
-15	-8	4.3	25	i	-11	15	-7	-2	5	O=C(Cc1ccccc1F)Nc1nc(-c2ccc(F)c(F)c2)cs1
-1	2	0.3	-4	i	-2	-6	-4	0	5	O=C(O)CC(SCC(=O)Nc1ccc(S(=O)(=O)N2CCCC2)cc1)C(=O)O (stereo not given)
nt	4	-0.3	-2	i	-6	3	0	-2	3	C#CCN1CCc2onc(-c3ccccc3OC)c2C1=O
nt	nt	-2.5	-7	nt	-1	-3	-1	nt	-3	COc1cccc(CNC(=O)[C@@H]2CCCN2C(=O)[C@H]2CCCCN2C(=O)c2ccc(Cl)cc2)c1
5	-4	0.4	-4	i	-4	-6	2	1	2	Cn1c(SCC(=O)Nc2ccc3c(c2)OCCO3)nnc1-c1cccnc1
-4	1	-1.1	0	i	-6	6	-2	-1	-1	COc1cccc(-c2cc(C(=O)Nc3c(C)n(C)n(-c4ccccc4)c3=O)no2)c1
-1	-1	-0.1	14	i	0	-3	-2	1	-3	CCOC(=O)C1=C(C)Nc2ccccc2N=C1NC(=O)C(CC)c1ccccc1 (stereo not given)
8	-1	-0.4	-14	i	-3	-2	-1	1	3	CCOC(=O)N1CCN(C(=O)CC(=O)Nc2ccc3nc4n(c(=O)c3c2)CCCCC4)CC1
0	-15	0.3	27	i	24	9	-5	-5	-4	O=C(Nc1ccccc1)c1nc[nH]c1C(=O)NCCCCNC(=O)c1[nH]cnc1C(=O)Nc1ccccc1
-4	1	-1.1	8	i	13	-10	-8	-2	1	CC(C)(C)OC(=O)N1CCC(c2c(C(=O)O)cnn2-c2ccccc2Cl)CC1
-1	3	0.2	2	i	-1	-7	2	1	0	O=C(CCC(=O)N(CC(=O)NC1CCCC1)Cc1ccccc1)Nc1nccs1
-6	-4	-1.3	13	i	4	6	-2	1	-6	Cc1ccoc1C(=O)Nc1cccc2ccccc12
-1	-8	-0.5	18	i	-4	3	3	-1	-7	O=C(CCN1C(=O)c2ccccc2C1=O)OCn1nnc2ccccc2c1=O

# By substructure, those above with fluorine
Scp-1 inhibitor	DNMT1 inh	LMPTP inh	SKN-1 inh	Rpn11 block	NadD block	CendR NRP1 mod	MT1-MMP act inh	STEP inh	SUMO1 PPI mod	SMILES
-5	-1	0.6	-10	i	-10	2	4	1	-1	Cc1ccc2c(c1)C1CN(C)CCC1N2C(=S)Nc1ccc(OC(F)F)cc1 (stereo not given)
-14	3	-2.6	-13	i	-9	-6	1	5	0	O=C(CN(Cc1ccco1)C(=O)CNS(=O)(=O)c1ccc(F)cc1)NCCc1ccccc1
4	-1	-0.4	-6	i	4	-3	0	-2	-4	COc1ccc(CN2CCNC(=O)C2CC(=O)NC2CCCCCC2)c(F)c1 (stereo not given)
-15	-8	4.3	25	i	-11	15	-7	-2	5	O=C(Cc1ccccc1F)Nc1nc(-c2ccc(F)c(F)c2)cs1

# Further results
Scp-1 inhibitor	DNMT1 inh	LMPTP inh	SKN-1 inh	Rpn11 block	NadD block	CendR NRP1 mod	MT1-MMP act inh	STEP inh	SUMO1 PPI mod	SMILES
nt	0	1.3	12	i	1	10	5	2	2	COc1ccc(OCC(=O)NNC(=S)NC(=O)C2CCCCC2)cc1
-4	-3	0.8	10	i	5	-7	-1	0	8	N#C/C(=N\Nc1ccc(Cl)cc1)C(=O)c1ccsc1
4	-15	1.7	1	i	11	-12	nt	1	2	CC(C)=CCC/C(C)=C/CNC(=O)C[C@H]1C[C@H](C(=O)N2CCCCC2)[C@@]2(CCc3ccccc3)c3[nH]c4cc(CCC(=O)N(C)C)ccc4c3CCN2C1=O
2	2	-1.4	4	i	-8	4	0	0	0	CC1=C(C(=O)Nc2ccccc2)C(c2cccs2)n2nnnc2N1 (stereo not given)
nt	2	-1.0	34	i	9	-2	3	0	25	COc1ccc(CC(=O)OCC(=O)Nc2ccc3[nH]c(=O)[nH]c3c2)cc1OC
-1	-3	-0.2	-1	i	4	-5	-2	1	-1	CCOc1ccc(CNC(=S)NCc2ccc(OCC)cc2)cc1
21	-2	-0.5	-9	i	0	12	1	-4	6	CCCCN(C(=O)CCC(=O)Nc1cc(C)on1)C(C(=O)NC1CCCC1)c1ccc(F)cc1 (stereo not given)
0	2	0.6	8	i	8	6	-1	1	-1	O=C(CN(C(=O)C1CSC(=O)C1)c1ccc(F)cc1)NCc1ccc2c(c1)OCO2 (stereo not given)
-12	-1	4.9	7	i	15	-12	-24	3	4	Cc1ccc(N/C(SCc2ccccc2C)=C(/C#N)C(=O)NCc2ccco2)cc1C
-8	1	-0.2	-10	i	-4	4	1	0	-36	Cn1cc2ccc([N+](=O)[O-])cc2n1
-7	-2	0.9	20	i	4	-7	3	0	-19	CCc1cc(C(=O)c2ccc(OC)cc2)c(N)s1
-7	1	-1.0	28	i	1	-3	1	-4	-1	Cc1ccc(N(CC(=O)Nc2c(C)n(C)n(-c3ccccc3)c2=O)S(C)(=O)=O)cc1C
-6	2	-0.4	5	i	-2	-4	4	0	4	O=c1c(C(c2ccccc2)c2c(O)sc3ccccc3c2=O)c(O)sc2ccccc12
6	-6	1.5	7	i	19	4	-5	0	-2	COc1ccc(C2NC(c3ccc(OC)cc3)C(c3ccccc3)C(=O)C2c2ccccc2)cc1 (stereo not given)
-7	0	-1.1	-6	i	-7	-1	2	-1	8	CCc1nc(NC(=O)c2sc(C)nc2C)sc1C(=O)OC
2	2	0.4	5	i	1	-11	-1	0	3	COc1ccc(-c2nnc(NC(=O)c3cc(C)on3)s2)cc1
-7	-5	-2.1	-6	i	-1	-2	0	1	-1	O=C(Oc1ccccc1C(=O)Oc1ccccc1)c1cccnc1
9	-2	-1.3	-5	i	6	10	-3	-1	-2	O=C1CC(c2ccc(Cl)cc2)CC(=O)C1CS(=O)(=O)c1ccccc1 (stereo not given)
-7	5	-0.7	-11	i	-1	8	1	0	2	NS(=O)(=O)c1ccc(CNC(=O)Cc2ccccc2F)cc1
-3	-4	-1.6	-12	i	0	4	2	-3	5	COCC(=O)Nc1cc(=O)n(C)c(=O)n1C
0	-11	-0.1	3	i	-3	-30	0	9	4	Cc1cc(NC(=O)CSCC(=O)Nc2nc3c(C)cccc3s2)no1
-8	0	-0.3	4	i	-1	2	1	-1	4	O=C(CN1CCN(c2ccccc2O)CC1)Nc1ccc2c(c1)OCCCO2
-10	-1	0.4	14	i	-3	1	-1	1	-36	COC(=O)c1ccc(/C=C2/SC(=S)N(CCC(=O)NCCCN3CCOCC3)C2=O)cc1
-10	-1	-1.3	6	i	2	-10	0	2	-3	Cc1ccc(S(=O)(=O)CCc2nnc(NC(=O)c3cccs3)s2)cc1
-1	-1	1.3	1	i	1	-4	-5	-1	1	O=S(=O)(NCCSc1ccccn1)c1ccc(Br)cc1
-6	-2	-0.6	17	i	-2	-4	-3	1	-5	CCOc1nc(NC(=O)NS(=O)(=O)c2ccccc2F)nc(-c2ccccc2)n1
-2	6	3.1	-1	i	-1	-10	-6	-1	0	CNS(=O)(=O)c1c(C)cc(C)c(N(C)S(=O)(=O)c2ccccc2)c1C
28	23	-0.5	-11	i	0	-13	3	4	2	Cc1ccc(C(=O)NCc2ccco2)cc1S(=O)(=O)N1CCCCC1
4	-2	-1.7	-10	i	1	-10	-3	-3	3	COc1cccc(NC(=O)N2CCCC2)c1
9	8	0.1	-2	i	-1	-7	6	2	0	CCN(CC(=O)Nc1c(F)cccc1F)C(=O)/C=C/c1ccc(C)o1
-3	0	-4.6	9	i	-2	6	-1	-5	0	COc1ccc(CC(=O)OCC(=O)NC2CCCC(C)C2C)cc1OC (stereo not given)
-10	1	-1.0	13	i	-1	-13	1	1	3	COc1ccc(CNC(=O)C2(CC(=O)NC(C)(C)C)CCCC2)cc1
-3	-5	2.0	41*	nt	3	134	-32	-13	11	CCN(CC)c1ccc2oc(=O)c(C)nc2c1
